Nrf2 ARE act: activates Nrf2 signaling; Potency, µM (series often up to 46.1 µM), for inactives: at the highest dose activation, usual class: activators; 410,000 tested, 0.31% active; AREc32 ARE-luciferase reporter (MCF7-derived line), luminescence, 24 h; further: potency means the concentration at half of the fitted maximal effect; % of control where 0% means no effect; nearly all actives have a fitted effect of over 65% in size
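Luciferase luminescence (Steady-Glo, 30 min at room temperature) served as the read-out of ARE activation in AREc32 cells treated with compounds for 24 hr at 37 deg C.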
TGFb inhibitor: inhibitors of TGF-b signaling; HepG2 CAGA-GFP TGF-b/SMAD3 reporter, GFP fluorescence, 18 h; TGF-beta stimulated, 500 pg/mL final; 410,000 tested, 1.2% active; AID 588855; Potency, µM (top dose mostly 46.1 µM), without a hit: at the top dose activity, negative = inhibition, usual class: inhibitors; further: potency means the concentration at half of the fitted maximal effect; on the % scale 0 is the no-effect control and ±100 the full control effect; nearly all actives have a fitted effect of over 65% in size
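HEPG2 CAGA-GFP reporter cells (1000/well, DMEM with 1% FBS) received compounds, then recombinant TGF-beta at 500 pg/mL final for 18 hours at 37 degrees C. Per-cell GFP summed per well was normalised to unstimulated and stimulated DMSO controls before curve fitting.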
S2 tox: cell viability loss in ATXN counter-screen; S2 cells (HEK-293 line with an ATXN2-luciferase reporter) viability, CellTiter-Fluor protease fluorescence, 24 h; Potency, µM (series often up to 56.7 µM), most hits filed as cytotoxic; 400,000 tested, 0.49% active; further: potency means the concentration at half of the fitted maximal effect; nearly all actives have a fitted effect of over 40% in size
A549 viability: counter-screen for Nrf2 inhibitors: cytotoxicity in A549 cells; A549 ARE-Fluc cells, CellTiter-Fluor viability, 18-24 h; Potency, µM (doses to about 46 µM), for the others: at the highest dose activity change, negative = cytotoxicity, most hits filed as inhibitors; 390,000 tested, 0.16% active; AID 504648; further: potency means the concentration at half of the fitted maximal effect; on the % scale 0 is the no-effect control and ±100 the full control effect
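A549 ARE_Fluc cells in 5% FBS OPTI-MEM were exposed to compounds in concentration-response for 18-24 h at 37 deg C. Viability was read by CellTiter-Fluor fluorescence (Ex 405/Em 525) after 30 min, before the luciferase read.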
MmCpn inh: blocks the Methanococcus maripaludis chaperonin Mm-Cpn; Potency, µM (top dose mostly 76.9 µM), without a hit: at the top dose activity, negative = inhibition, actives largely listed as inhibitors; 330,000 tested, 0.031% active; purified Mm-Cpn ATPase, ADP Transcreener TR-FRET; AID 504842; further: potency means the concentration at half of the fitted maximal effect; on the % scale 0 is the no-effect control and ±100 the full control effect; nearly all actives have a fitted effect of over 80% in size
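25 nM Mm-CPN + cpd, 10 min 37°C; + 10 uM ATP, 30 min 37°C; buffer 30 mM Tris pH 7.4, 100 mM KCl, 5 mM MgCl2, 1 mM DTT; Transcreener ADP HTRF detection 30 min RT.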
HepG2 viability: HepG2 cytotoxicity, counter-screen for TGF-b inhibitors | HepG2 CAGA-GFP viability, ATP luminescence, 18 h | Potency, µM (doses to about 46.1 µM), for inactives: at the highest dose activity change, negative = cytotoxicity, most hits filed as cytotoxic | 410,000 tested, 0.76% active | AID 588856; further: potency means the concentration at half of the fitted maximal effect; some results filed as inactive show a strong effect at the top dose
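CellTiter-Glo luminescence gave cytotoxicity after 18 hours at 37 degrees C. The cells were HepG2 CAGA-GFP in 1% FBS DMEM, stimulated with 500 pg/mL TGF-beta after compound addition. %Activity was normalised to no-cell wells (complete cell-killing) and DMSO (no toxicity), and curves were fitted and classified.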
CCT modulator: modulators of cytosolic chaperonin (CCT/TRiC) activity. purified chaperonin ATPase assay, HTRF ADP detection, 30 min. AID 651819. activity change, % (no concentration beside the values), hits read low. 360,000 tested, 0.3% active; in the data active means activity change below about -30%; further: on the % scale 0 is the no-effect control and ±100 the full control effect
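We incubate TRiC, 40 or 20 nM final, with library compounds at 76 uM and 10 uM ATP for 30 min at 37 °C. ADP formed is detected with Transcreener HTRF reagents after 30 min at room temperature.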
Nrf2 block: blocks Nrf2 signaling. 360,000 tested, 2.1% active. A549 ARE-Fluc reporter, luciferase luminescence, 18-24 h. Potency, µM (top dose mostly 46 µM), for inactives: top-dose activity change, negative = inhibition, usual class: inhibitors; further: potency means the concentration at half of the fitted maximal effect; on the % scale 0 is the no-effect control and ±100 the full control effect; nearly all actives have a fitted effect of over 60% in size
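In this cell-based qHTS, ARE-driven firefly luciferase in A549 cells reports Nrf2 activity; the luminescent signal after BugLite lysis is the measured value, with a prior CellTiter-Fluor read for cell health.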
pAkt inh: blocks phosphorylation of Akt; Neuro2A IGF-stimulated pAkt S473 HTRF, 20 min; stronger effect = lower value; activity change, % for hits at 50 µM; 360,000 tested, 0.32% active; in the data active means activity change below about -80%; inconclusive means mostly about -51% to -80%; further: on the % scale 0 is the no-effect control and ±100 the full control effect
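Neuro2A cells in DMEM with 0.5% FBS, overnight at 37 deg C, given compound at single 50 µM final, then IGF (6 nM final) for 20 min at 37 deg C. Lysed; phospho-Akt Ser473 by HTRF after 24 h, 665/615 ratio.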
* marks the source's active call; other numbers are inactive results; i = inactive; ? = inconclusive; . = not tested or not shown; & = joins results of further samples; [ ] = remark or other dose. Unless noted, the call rests on the fitted dose curve; in most records, active means well fitted curve in the direction sought with a large enough effect; inconclusive means small, poorly fitted or top-dose-only effect, or another doubt; inactive means no such curve, though single readings can be large; an effect the other way counts as inactive or inconclusive.

#	SMILES	Nrf2 ARE act	TGFb inhibitor	S2 tox	A549 viability	MmCpn inh
1	C/C(=C\c1ccccc1)CN1CCN(c2ccccc2F)CC1	-0.3%	-28%	i	-5%	.
2	CN1CCN(C(=O)c2ccc3c(=O)n(Cc4ccco4)c(=S)[nH]c3c2)CC1	0.5%	10%	i	-3%	-2%
3	CCN(CCNC(=O)c1cc(C)nn1-c1ccccc1)c1ccccc1	-0.4%	-3%	i	0%	-4%
4	Cc1ccc(C)c(NC(=O)CCC(=O)NNC(=O)c2cccs2)c1	-0.1%	12%	i	2%	-4%
5	Cc1cc(-c2csc(NC(=O)c3ccc(S(=O)(=O)N(C)C)cc3)n2)c(C)n1-c1ccccc1	0.0%	?	i	2%	-13%
6	CCCCNC(=O)c1cccc(-n2c(C)nc3cccnc32)c1	0.0%	0%	.	0%	.
7	Brc1ccc(CSc2ccc3nnc(-c4ccccn4)n3n2)cc1	2.3%	-1%	i	0%	-5%
8	O=C(CN1CCN(c2ccccn2)CC1)Nc1ccc(Br)cc1	2.6%	-3%	i	4%	2%
9	Cc1noc(C)c1S(=O)(=O)N1CCC2(CC1)OCCO2	0.2%	7%	i	1%	2%
10	CSCCC(NC(=O)c1ccccc1Cl)C(=O)NCC(c1ccc(F)cc1)N1CCOCC1 (stereo unspecified)	-0.4%	1%	i	0%	.
11	COC(=O)c1ccc(N2CCN(S(=O)(=O)c3c(C)cc(C)cc3C)CC2)c([N+](=O)[O-])c1	-0.5%	-9%	i	0%	-5%
12	O=C(CCC(F)(F)F)N1CCCC(N2CCN(c3cccc(Cl)c3)CC2)C1 (stereo unspecified)	1.5%	11%	i	2%	.
13	CC1(C)CC(NC(=O)c2ccc(F)cc2)CC(C)(C)N1	0.6%	4%	i	.	.
14	COC(=O)c1ccc(CNC(=O)Cn2cnc3c(OCc4ccccc4)ncnc32)cc1	-0.7%	-22%	i	2%	2%
15	CC1=NNC(=O)/C1=C\c1cn(-c2ccccc2)nc1-c1cccs1	?	5.6µM*	3.2µM*	-23%	-2%

#	HepG2 viability	CCT modulator	Nrf2 block	pAkt inh
1	-26%	-1.7	-2%	i
2	3%	-2.6	-3%	i
3	2%	1.4	-14%	i
4	-1%	-0.5	6%	i
5	6%	-2.6	?	i
6	25%	.	-2%	.
7	-18%	2.2	9%	i
8	-3%	2.4	-6%	i
9	-3%	0.6	12%	i
10	-13%	-1.6	-1%	i
11	3%	0.4	10%	i
12	-12%	-0.8	9%	i
13	-21%	-1.0	.	i
14	1%	-1.7	-9%	i
15	7.9µM*	-2.4	?	i

Some of these compounds in order of number of heavy atoms, low to high.
#	SMILES	Nrf2 ARE act	TGFb inhibitor	S2 tox	A549 viability	MmCpn inh
1	C/C(=C\c1ccccc1)CN1CCN(c2ccccc2F)CC1	-0.3%	-28%	i	-5%	.
4	Cc1ccc(C)c(NC(=O)CCC(=O)NNC(=O)c2cccs2)c1	-0.1%	12%	i	2%	-4%
14	COC(=O)c1ccc(CNC(=O)Cn2cnc3c(OCc4ccccc4)ncnc32)cc1	-0.7%	-22%	i	2%	2%

#	HepG2 viability	CCT modulator	Nrf2 block	pAkt inh
1	-26%	-1.7	-2%	i
4	-1%	-0.5	6%	i
14	1%	-1.7	-9%	i

The list goes on:
#	SMILES	Nrf2 ARE act	TGFb inhibitor	S2 tox	A549 viability	MmCpn inh
16	CCc1cccc(C)c1NC(=O)CO/N=C(\C)c1cc2ccccc2o1	2.9%	-11%	i	1%	0%
17	Cc1ccc(OCC(=O)c2cc(C)n(Cc3ccco3)c2C)c([N+](=O)[O-])n1	-0.5%	-17%	i	0%	-1%
18	Cc1cc(=O)[nH]c(SCC(=O)Nc2cccc(S(=O)(=O)N3CCOCC3)c2)n1	-0.3%	7%	i	0%	-3%
19	CCOc1cc(-c2sc(Nc3ccccc3)n[n+]2-c2ccc(F)cc2)ccc1OC	1.7%	2%	i	1%	-9%
20	CN(CC(=O)Nc1ccc(N2CCOCC2)cc1)C(=O)CCc1ccccc1Cl	0.3%	-17%	i	2%	-1%
21	Cc1ccc(F)cc1-c1nc(NCC2CC2)nc2ccsc12	0.9%[9.22 µM]	12%	i	.	.
22	CCC1CCc2c(sc(NC(=O)CSc3nc(-c4ccco4)cc(C(F)(F)F)n3)c2C#N)C1 (stereo unspecified)	-0.4%	-3%	i	11%	2%
23	COc1cccc(C2CC(=O)Nc3cc4c(cc32)OCO4)c1OC(C)C (stereo unspecified)	-0.1%	-16%	?	-13%	.
24	Cc1c(N)cccc1[N+](=O)[O-]	-0.9%	1%	i	-1%	1%
25	Cn1cnnc1SCC(=O)NC1CCCN(Cc2ccccc2F)C1 (stereo unspecified)	-0.2%	1%	i	1%	-1%
26	Cc1nc2nc(CCc3ccccc3)nn2c(C)c1Cl	-0.3%	-11%	i	-7%	-1%
27	CC(C)(C)Nc1nc2nonc2nc1NC(C)(C)C	0.3%	?	i	?	0%
28	CN(C(=O)c1cccc(NC(=O)Cc2ccc(NC(=O)C3CCCN(C(=O)CCc4ccccc4)C3)cc2)c1)C1CC1 (stereo unspecified)	6.3%	-22%	i	-3%	.
29	COc1ccccc1N1C(=O)CC(Sc2ccccc2N)C1=O (stereo unspecified)	2.5%	13%	i	10%	-1%
30	CC(C)[C@H](NC(=O)c1ccccc1F)C(=O)NCc1ccc(S(N)(=O)=O)cc1	0.0%	9%	i	1%	-1%

#	HepG2 viability	CCT modulator	Nrf2 block	pAkt inh
16	-29%	0.7	?	i
17	-9%	0.1	-30%	i
18	2%	-0.3	-5%	i
19	15%	1.3	9%	i
20	0%	4.8	1%	i
21	1%	1.0	.	i
22	-2%	-1.1	6%	i
23	-17%	.	?	.
24	-8%	-2.9	-5%	i
25	-2%	-1.0	-1%	i
26	-24%	0.9	11%	i
27	-36%	-0.6	?	i
28	-21%	0.7	?	i
29	10%	0.9	4%	i
30	18%	1.1	13%	i

Further entries.
#	SMILES	Nrf2 ARE act	TGFb inhibitor	S2 tox	A549 viability	MmCpn inh
31	O=C(CN1CCN(S(=O)(=O)c2ccc(Br)s2)CC1)N1CCc2ccccc21	-0.8%	-17%	i	.	.
32	CCC1Sc2ccc(S(=O)(=O)CCC(=O)Nc3ccc(OC(F)(F)F)cc3)cc2NC1=O (stereo unspecified)	2.4%	?	?	-11%	0%
33	Cc1ccc(S(=O)(=O)N2CCC(C(N)=O)CC2)c(C)c1C	-0.5%	-4%	i	4%	.
34	CC(C(C(=O)N1CCCCC1)N1CCCCC1)N1CCCCC1 (stereo unspecified)	-0.4%	16%	i	1%	.
35	Cc1ccc(N2CC(C(=O)NCc3cccs3)CC2=O)cc1C (stereo unspecified)	0.4%	-1%	i	0%	1%
36	Nc1ccccc1-c1nnc(-c2ccc(-c3ccccc3)cc2)o1	14%	-15%	i	9%	3%
37	C=C(Cl)COc1ccc2c(CCC)cc(=O)oc2c1	4.4%	?	i	?	0%
38	COc1ccc(CC(=O)NCCCc2ccccc2)cc1OC	-0.9%	0%	i	14%	1%
39	CCn1c(=O)cc(SCC(=O)Nc2ccc3c(c2)OCCO3)c2ccccc21	5.0%	6%	i	-18%	-17%
40	CCc1cc2c(N[C@@H](Cc3c[nH]c4ccccc34)C(=O)O)ncnc2s1	0.0%	-15%	i	-8%	-1%
41	CCN(CC)C(=O)CSc1nnc(COc2ccccc2)n1N	-0.6%	6%	i	-6%	0%
42	CCN1CCN(Cc2ccc(C(=O)Nc3ccc(C)c(NCc4cnc(NC(=O)OC)cn4)c3)cc2C(F)(F)F)CC1	-0.5%&-0.2%	-5%&9%	i	3%	-1%
43	CC(=O)N1c2ccc(S(=O)(=O)N3CCC(C(=O)NCc4ccc(N(C)C)cc4)CC3)cc2CC1C (stereo unspecified)	-0.6%	13%	i	5%	-2%
44	CCOc1ccc(C(=O)N/N=C/c2ccc(-c3ccc(S(=O)(=O)Nc4ncccn4)cc3)o2)cc1	-0.4%	-25%	i	0%	-3%
45	CCOC(=O)[C@]12CCC=C1N(Cc1ccc3c(c1)OCO3)C(=O)[C@H](CC(=O)NCCC(C)C)C2	-0.3%	.	?	.	.
46	Cc1cc(C(=O)N/N=C/c2ccc(-c3ccc([N+](=O)[O-])cc3C)o2)n[nH]1	0.2%	-7%	i	-8%	3%
47	CC1=C(C(=O)N(C)C)CC(CC(=O)NCc2cccs2)C(=O)N1Cc1ccc(C(C)(C)C)cc1 (stereo unspecified)	-0.6%	-26%	i	.	.

#	HepG2 viability	CCT modulator	Nrf2 block	pAkt inh
31	22%	1.0	.	i
32	10µM*	-1.3	?	i
33	12%	2.8	27%	.
34	11%	-0.7	3%	i
35	2%	2.1	24%	i
36	1%	-1.4	.	.
37	0%	-0.3	.	i
38	1%	2.4	?	i
39	-2%	0.2	?	i
40	3%	0.9	2%	i
41	-42%	-0.1	0%	i
42	-11%&0%	1.4&-0.2	-2%	i
43	-11%	-0.7	?	i
44	-6%	-1.4	.	i
45	.	-1.2	.	i
46	-5%	-0.3	10%	i
47	-32%	-0.4	.	i
